# OXTR agonist: human OXTR agonists, primary screen, fluorescence, CHO-OTR cells, Fluo-8 calcium; Oxytocin receptor (Homo sapiens), P30559; Fluo-8 calcium fluorescence; normalized: DMSO 0%, oxytocin 100%; activation, % at 3 µM; 320,000 compounds, 0.32% hits; AID 2435, 2010;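 active = activation above the mean of all tested compounds plus 3 SD, cutoff set per screening run, cut at about 20% in these data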;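 note: peak over basal fluorescence ratio from a 100 s FLIPR kinetic read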
# GPR7 antag: GPR7 receptor antagonists, primary screen, cell-based, fluorescence, single concentration; Neuropeptides B/W receptor type 1 (Homo sapiens), P48145; GPR7-expressing cells, fluorescence antagonist assay; inhibition, % at 4.4 µM; 290,000 compounds, 1.1% hits; AID 1861, 2009; in the data active = inhibition above about 16%, passing the limit was not always enough;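 note: cells stimulated with the agonist NPW; 0% = agonist with vehicle and 100% = vehicle without agonist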
# MEKK2mut PB1 HTS: MEK5 binding signal on mutant MEKK2 PB1, primary screen, biochemical, multiplex bead flow cytometry, Alexa488-MEK5. Alexa488-MEK5 binding to MEKK2 mutant. percent response, % at 10 µM. 290,000 compounds, 0.35% hits. AID 1530, 2009; in the data active = percent response above about 24%, passing the limit was not always enough; note: inactives centre near 1; some results filed as inactive read as strong as hits; reference of the scale not given here
# MEKK2 WT-MEK5: modulators of MEK5 binding to wildtype MEKK2, primary screen, biochemical, multiplex bead flow cytometry, Alexa488-MEK5. Mitogen-activated protein kinase kinase kinase 2 (Homo sapiens), Q9Y2U5. Alexa488-MEK5 binding to MEKK2 WT; actives lie on both sides. binding response (% of control), % at 10 µM. 290,000 compounds, 1.1% hits. AID 1531, 2009; in the data active = binding response below about 67% or above about 130%
# GalR3 antag: GalR3 antagonists in HEK293 cells, primary screen, cell-based, fluorescence readout | HEK293 GalR3-CNG cAMP membrane potential fluorescence; galR3 body fused to GalR1 C-terminus | inhibition, % at 3 µM | 360,000 compounds, 0.44% hits | AID 651719, 2012;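 active = inhibition above the screen-wide average plus 3 SD, cut at about 13% in these data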;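 note: forskolin and galanin both at EC90 stimulate the cells; cAMP rise reported by CNG channel membrane potential dye signal; 0% = forskolin plus galanin with DMSO and 100% = forskolin alone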
# PHOSPHO1 block: PubChem AID 1565; Phosphoethanolamine/phosphocholine phosphatase (Homo sapiens), Q8TCT1; recombinant PHOSPHO1, absorbance phosphatase assay; inhibition, % at 13.3 µM; 290,000 compounds, 1.1% hits; in the data active = inhibition above about 60%
# Target sequence (Q8TCT1 whole entry, looked up): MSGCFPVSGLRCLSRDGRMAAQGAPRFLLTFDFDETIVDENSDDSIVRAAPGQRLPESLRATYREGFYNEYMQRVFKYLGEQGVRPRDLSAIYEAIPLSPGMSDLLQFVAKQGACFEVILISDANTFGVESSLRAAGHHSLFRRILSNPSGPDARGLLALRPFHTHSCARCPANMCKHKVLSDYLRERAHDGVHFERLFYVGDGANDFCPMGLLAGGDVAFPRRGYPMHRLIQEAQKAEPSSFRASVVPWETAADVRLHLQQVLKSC
# NALP1 yeast inh: NALP1 inflammasome inhibitors in reconstituted yeast, colorimetric, S. cerevisiae, triplicate retest; S. cerevisiae NALP1/ASC/caspase-1 growth, X-gal OD620, 72 h; inhibition, % at 10 µM; 280,000 compounds, 0.61% hits; AID 2071, 2009; in the data active = inhibition mostly above about 24%, no sharp cut-off; inactive = mostly below about 32%; note: some compounds called inactive have numbers as strong as hits
# V1aR counter: agonists of human V1a receptor, primary screen, counter-screen for OXTR agonist project, fluorescence, CHO-V1R cells. Fluo-8 calcium fluorescence, agonist mode; 0% DMSO, 100% 3 nM vasopressin. AID 2797, 2010. activation, % at 3 µM. 320,000 compounds, 0.25% hits;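 active = activation above the mean activation of all tested compounds plus 3 SD, per screening run, cut at about 20% in these data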;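 note: signal is peak over basal fluorescence ratio across a 100 second FLIPR read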
# MEKK3 PB1 HTS: modulators of MEKK3-MEK5 PB1 binding, primary screen, biochemical, wildtype MEKK3, multiplex bead flow cytometry, Alexa488-MEK5; bead-based flow cytometry, Alexa488-MEK5 binding to MEKK3; actives lie on both sides; 0 = blocked by unlabeled MEK5, 100 = vehicle; binding response (% of control), % at 10 µM; 290,000 compounds, 1.4% hits;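 active = binding response more than 3 SD above or below the average of its plate-row segment, actives on both sides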;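 note: Alexa488 bead fluorescence after subtracting the streptavidin-only scavenger bead signal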
# Target sequence (Q99759 whole entry, looked up): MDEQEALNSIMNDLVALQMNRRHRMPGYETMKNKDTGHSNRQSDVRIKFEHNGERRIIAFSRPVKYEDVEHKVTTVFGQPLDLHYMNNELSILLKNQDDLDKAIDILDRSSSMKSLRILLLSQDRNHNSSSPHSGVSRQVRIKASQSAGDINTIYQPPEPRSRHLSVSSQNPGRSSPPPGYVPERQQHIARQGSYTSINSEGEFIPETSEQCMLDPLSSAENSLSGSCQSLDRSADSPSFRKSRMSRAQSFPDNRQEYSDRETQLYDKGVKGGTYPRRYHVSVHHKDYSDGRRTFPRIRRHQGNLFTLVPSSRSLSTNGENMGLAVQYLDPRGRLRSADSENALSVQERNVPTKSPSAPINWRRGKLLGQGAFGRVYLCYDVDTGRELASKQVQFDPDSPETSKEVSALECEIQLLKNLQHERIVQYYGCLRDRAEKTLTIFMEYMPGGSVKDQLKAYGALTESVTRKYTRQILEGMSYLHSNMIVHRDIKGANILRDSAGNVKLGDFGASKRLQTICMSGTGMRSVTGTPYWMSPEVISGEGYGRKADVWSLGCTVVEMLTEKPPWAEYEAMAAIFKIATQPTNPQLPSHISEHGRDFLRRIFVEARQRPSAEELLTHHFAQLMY
# * marks the source's active call; other numbers are inactive results; / = no result given; & = joins results of further samples.
no.	SMILES	OXTR agonist	GPR7 antag	MEKK2mut PB1 HTS	MEKK2 WT-MEK5	GalR3 antag	PHOSPHO1 block	NALP1 yeast inh	V1aR counter	MEKK3 PB1 HTS
1	COc1cccc(CNS(=O)(=O)c2ccc3c(c2)C(C)(C)C(=O)N3C)c1	-0.4	-2	8	102	/	36	3	1.2	103
2	O=C(Nc1ccc(Cl)cc1)C1C2CCCCC21 (configuration not stated)	-1.6	23	-2	106	-5	/	/	0.0	102
3	CCOC(=O)N1CCN(C(=O)c2cccn3c(=O)c4cc(Br)ccc4nc23)CC1	-1.3	-21	-2	93	-2	-16	-2	-0.4	100
4	COCCN(C(=O)CSc1nc2nc(C)cc(C)n2n1)c1c(N)n(Cc2ccccc2)c(=O)[nH]c1=O	-0.1	-2	-9	88	-5	16	8	1.1	99
5	Cc1cc(C)cc(Nc2nc3ccccc3c(=O)[nH]2)c1	3.0	-2	-7	94	-5	32	2	2.9	102
6	CCC(=O)NC(=S)Nc1cc(C(=O)O)ccc1OC	0.7	-8	-2	95	-5	-14	17	0.0	100
7	COc1ccc(C2CC(c3ccc(Br)cc3)=NN2C(=O)CCC(=O)O)cc1OC (configuration not stated)	0.3	1	8	108	-4	14	9	0.5	104
8	CC(=O)N1CCN(C(=O)CCc2c[nH]c3ccccc23)CC1	1.3	6	14	109	-2	-13	1	1.4	105
9	O=C(Nc1cc(Cl)cc(Cl)c1)C1CCC(=O)N1Cc1ccccc1Cl (configuration not stated)	3.7	-5	-2	101	-4	19	/	3.7	101
10	CCN(CC)S(=O)(=O)c1ccc(NC(=O)C(C)N(c2ccc(OC)cc2)S(C)(=O)=O)cc1 (configuration not stated)	1.8	-2	5	104	-6	-6	34	2.7	102
11	COCCCn1c(SCC(=O)N(C)C)nnc1-c1ccccc1	0.6	5	5	107	-4	3	12	0.1	107
12	COc1ccc(-c2cn(-c3ccccc3)c(=S)[nH]2)cc1OC	0.0	-3	12	109	-11	33	-14	-0.8	108
13	CCCN1CCC(=O)N([C@H](CSc2ccc(Br)cc2)Cc2ccccc2)CC1	-0.4	/	9	107	-4	13	13	0.2	108
14	CCN1C(=O)/C(=C2/C=CC=CN2C)SC1=S	0.2	4	0	100	0	-42	7	-0.4	96
15	COc1ccc(OCC(=O)Nc2ccc(S(=O)(=O)N3CCN(C)CC3)cc2)cc1	2.0	4	-4	101	5	25	13	2.2	100
16	O=[N+]([O-])c1ccc(S(=O)(=O)Nc2ccncc2)cc1	-0.4	-13	2	102	-2	19	12	-1.2	102
17	CCCCN(C)CCC(=O)Nc1ccc(Cl)cc1	2.2	4	-1	101	2	13	46	0.0	101
18	CCOC(=O)c1sc(=S)n(CC)c1NC(=O)CC	-0.5	7	5	105	-2	15	2	0.1	98
19	Cc1cccc(C)c1NS(=O)(=O)c1ccc(-c2ccc(=O)[nH]n2)o1	-1.5	1	-2	97	1	-39	5	0.2	99
20	Cn1c(=O)[nH]c(=O)c2c1nc(NCCN)n2CCOc1ccccc1	0.4	3	1	108	-3	34	21	0.0	101
21	O=C(CCCn1c(SCC(=O)NCCc2ccccc2)nc2ccccc2c1=O)NCC1CCCO1 (configuration not stated)	0.3	-11	5	106	-2	-8	10	0.2	102
22	O=C1C2C3C=CC(C4CC34)C2C(=O)N1c1cccc2ccccc12 (configuration not stated)	-0.9	3	0	104	-11	14	4	5.0	101
23	O=C(CNC(=O)c1cccs1)NCC(=O)OCc1ccccc1Br	-0.4	-8	0	101	1	42	-1	0.2	103
24	COc1ccc(CNc2ncc(-c3ccc(Br)cc3)n2C)cc1OC	/	7	11	116	-7	45	15	/	104
25	Clc1ccc(OCc2nnc(-c3ccccc3Br)o2)cc1	-1.1	-6	-5	94	-5	9	3	-0.3	99
26	CC(=O)c1cccc(NC(=O)COc2ccc(S(=O)(=O)N3CCOCC3)cc2)c1	1.7	-9	8	113	-3	51	7	3.7	103
27	CC(=C/c1ccccc1)/C=N/n1c(-c2ccncc2)n[nH]c1=S	1.5	-20	3	104	-3	56	-38	0.4	100
28	CC(C)c1nnc(NC(=O)CSc2nc3ccccc3[nH]2)s1	1.9	-8	-1	94	-1	6	28	2.0	101
29	CCOC(=O)C(=CNc1cccc(C)c1C)C(=O)OCC	-1.3	-14	-2	101	-6	2	6	-1.8	107
30	O=C(COc1ccccc1F)NNC(=O)c1ccc(N2CCCCC2)c([N+](=O)[O-])c1	3.0	-11	-2	97	1	-59	26	7.0	97
31	CC(=O)N(CCS(=O)(=O)c1ccc(Cl)cc1)Cc1cccs1	0.7	-1	-2	99	-4	46	6	-0.1	93
32	CCCCNC(=O)c1cc(-c2ccc(F)cc2)on1	-0.5	13	-4	96	-5	-10	-75	0.2	93
33	CCS(=O)(=O)NCc1cn2ccsc2n1	0.2	-9	3	101	10	23	4	0.8	99
34	NCC12CC3CC(C1)CC(c1ccc(Br)cc1)(C3)C2	18	48*	21	153*	-11	27	9	8.8	110
35	CC1CC(C)CN(c2ncnc3c2cnn3C)C1 (configuration not stated)	1.9	-11	-34	72	-1	-1	2	-0.5	65
36	CCN(CC)C(=O)Cc1cn(C)c2ccccc12	-0.8	-28	-1	97	0	-5	-5	0.5	101
37	Cc1ccc(NC(=O)c2nccnc2C(=O)O)cc1C	0.2	11	15	114	0	-3	20	1.0	112
38	CCC(=O)NCc1csc(-c2cccs2)n1	0.6	-1	-4	99	4	12	8	-0.8	98
39	CCOC(=O)C(C)n1cnc2sc3c(c2c1=O)CCC3 (configuration not stated)	-1.4	-12	2	101	-2	29	19	-0.3	101
40	CCNc1nn2ccccc2c1/C=C(\C#N)C(=O)OCC	-1.9	-8	4	102	-7	34	7	-2.5	100
41	CC(=O)c1ccc(N2CCN(C(=O)C3CCC3)CC2)cc1	0.1	15	8	119	-5	20	0	0.6	117
42	COc1ccc(C(C[N+](=O)[O-])c2c(C)[nH]c3ccccc23)cc1OC (configuration not stated)	1.6	-7	8	98	-8	-3	44	0.7	97
43	Cc1cccc(OCCCC(=O)NCCc2ccccc2)c1	-3.1	-1	0	108	-4	2	22	-0.9	137*
44	CC/C(=N/NC(=O)c1ccc(Br)cc1)c1ccc(OCCN2CCOCC2)cc1	-1.5	-5	0	109	-2	11	26	0.4	113
45	O=C(Nc1cc(C(=O)N2CCOCC2)ccc1N1CCCC1)c1cccs1	-1.1	0	-6	96	1	2	-1	0.4	99
46	COc1ccc(C2C(C#N)=C(C)NC3=C2C(=O)CC(C)(C)C3)c(OC)c1 (configuration not stated)	-1.6	-14	2	106	/	-7	12	0.0	109
47	COc1cc(-c2nc3c(c(C)nn3-c3ccccc3)c3cc(OC)c(OC)cc23)ccc1O	0.1	-7	4	101	0	27	5	-0.2	108
48	COc1ccc(-c2noc(-c3ccc(Br)o3)n2)cc1OC	0.1	-10	1	102	-3	14	3	-0.8	103
49	COc1ccc(-n2c(C)nn(CC3CC3)c2=O)cc1	/	5	1	102	-5	44	12	/	107
50	O=C(Cc1c(F)cccc1Cl)Nc1ccccc1N1CCCCC1	-0.6	-10	-3	92	-4	-3	22	-0.8	91

# Structural class, those above containing a furan ring, fused or not.
no.	SMILES	OXTR agonist	GPR7 antag	MEKK2mut PB1 HTS	MEKK2 WT-MEK5	GalR3 antag	PHOSPHO1 block	NALP1 yeast inh	V1aR counter	MEKK3 PB1 HTS
19	Cc1cccc(C)c1NS(=O)(=O)c1ccc(-c2ccc(=O)[nH]n2)o1	-1.5	1	-2	97	1	-39	5	0.2	99
48	COc1ccc(-c2noc(-c3ccc(Br)o3)n2)cc1OC	0.1	-10	1	102	-3	14	3	-0.8	103

# Going on with the list.
no.	SMILES	OXTR agonist	GPR7 antag	MEKK2mut PB1 HTS	MEKK2 WT-MEK5	GalR3 antag	PHOSPHO1 block	NALP1 yeast inh	V1aR counter	MEKK3 PB1 HTS
51	CCS(=O)(=O)N1CCN(C(=O)c2ccccc2[N+](=O)[O-])CC1	0.8	-8	-1	96	-4	15	11	0.4	101
52	CCCOc1c(Br)cc(/C=N/O)cc1OC	-2.6	-5	2	101	0	-2	/	-1.9	102
53	C1CCC(c2nn3c(-c4n[nH]c5c4CCC5)nnc3s2)CC1	-2.5	-11	2	101	0	35	3	-0.4	99
54	O=C(Nc1cccc(Cl)c1)c1ccc2c(c1)OCCO2	0.4	-13	0	102	-9	28	23	1.6	103
55	Nc1nc(Cl)nc2ncn(Cc3ccccc3)c12	-0.3	6	1	96	-2	56	16	1.8	98
56	COc1cccc(N2C(=NC(=O)COc3ccccc3)SC3CS(=O)(=O)CC32)c1 (configuration not stated)	2.6	-2	2	99	1	33	-11	1.9	99
57	COc1ccc(-n2c(=S)[nH]c3sc4c(c3c2=O)CCN(C)C4)cc1	-0.5	-16	5	99	/	8	/	0.3	106
58	Cn1c(=O)c2c(nc(SCC(=O)c3ccccc3F)n2C)n(C)c1=O	0.5	-2	-7	96	/	1	-12	-0.1	101
59	CCCNC(=O)c1ccccc1NC(=O)c1ccc2c(c1)NC(=O)C(C)S2 (configuration not stated)	-0.5	0	2	94	-3	-2	7	4.1	94
60	COC(=O)c1sccc1NC(=O)CSc1nnnn1-c1ccccc1C	0.2	-5	1	101	-4	-9	23	0.8	99
61	Cc1cc(C)c(C#N)c(SCC(=O)Nc2ccccc2C)n1	1.1	0	-5	93	-3	33	8	1.3	96
62	O=C(COC(=O)c1ccc(Cl)nc1)NCCC1=CCCCC1	-1.6	-17	4	101	-2	20	17	-0.5	104
63	Cc1ccc(OCC(=O)NC2CCCCCC2)cc1C	-2.5	0	8	112	1	13	10	-1.6	110
64	O=C(NCCSc1c[nH]c2ccccc12)c1c(F)cccc1F	3.0	23*	-21	67	/	44	24	2.2	74
65	O=C(COC(=O)c1ccccc1)NCCC1=CCCCC1	-2.8	-5	-1	89	-2	-2	-1	-1.0	86
66	CCSc1nnc(NC(=O)c2ccc(C)o2)s1	1.9	5	0	105	-1	14	48	1.7	102
67	O=C(/C=C/c1cccs1)Nc1nccs1	-0.5	4	-4	98	-5	32	6	0.3	99
68	O=[N+]([O-])c1ccccc1OCCCNCc1ccccc1	3.0	0	-7	98	-8	-5	9	0.9	87
69	COC(=O)c1ccc(N2CCOCC2)c(NC(=O)c2ccc(Br)o2)c1	0.8	-8	1	100	1	18	12	0.1	101
70	CCOC(=O)Nc1sc(C(=O)N(C)C)c(C)c1C(=O)OCC	0.1	2	-2	95	-1	2	3	-0.2	98
71	COc1cccc(N2CCN(S(=O)(=O)c3ccc(-c4cnc(C5CC5)o4)cc3)CC2)c1	0.7	-4	3	104	-1	21	14	-0.4	106
72	COc1cc(C2SCC(=O)N2Cc2ccccc2)ccc1O (configuration not stated)	0.3	-2	3	105	-8	39	8	0.9	101
73	CCCOP(=O)(c1ccc(N(C)C)cc1)C(Nc1ccccc1)c1ccc(N(C)C)cc1 (configuration not stated)	-1.3	0	-1	98	-6	9	24	-0.7	97
74	CCN1CCN(Cc2ccc(NC(=O)c3ccc(C)c(NC(=O)N4CCNC4=O)c3)cc2C(F)(F)F)CC1	1.1&0.5	13	5&9	126&118	-6&0	-7&40	23	2.1&0.5	107&108
75	CC/C(=N\NC(=O)c1ccccc1Cl)c1ccc(Br)s1	-2.6	-9	0	106	1	-7	58	0.6	108

# The order is random. Share with any hit: about 5.4%.
